High-throughput results as filed in PubChem.
ssDAF-12 act = activators of S. stercoralis DAF-12 nuclear receptor | activation, % at 6.8 µM | HEK293 ssDAF-12/GRIP1 lit1-tk-luc reporter, luminescence; % of 3 µM dafachronic acid response | 1% of 370,000 active | AID 652126;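 active means activation above the mean over all tested compounds plus 3 SD, cut at about 0.9% in these data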;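 further: 0% = DMSO-only wells and 100% = 3 µM delta7-dafachronic acid wells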
ADAM10 inh = inhibitors of human ADAM10; O14672; recombinant ADAM10, EDANS/DABCYL FRET peptide cleavage, 3 h; inhibition, % at 7 µM; 0.62% of 370,000 active; AID 720582;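 active means inhibition above a per-campaign cutoff equal to the mean of compounds falling between control-based bounds plus 3 SD, cut at about 20% in these data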;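 further: 0% = DMSO wells while the 100% control is not disclosed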
GAA850 FXN act = frataxin GAA850 promoter activation. AID 540364. 0.56% of 360,000 active. HEK293 lucGAA850 FXN promoter luciferase reporter, 24 h; percent of 10 µM SAHA response. activation, % at 6 µM;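 active means activation above the average of all compounds screened plus 3 SD, cutoff fixed separately per campaign, cut at about 7.5% in these data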;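 further: 0% = DMSO wells and 100% = 10 µM SAHA wells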
PLC-gamma1 inh = PLC-gamma1 (human) inhibition, primary screen | inhibition, % at 12.2 µM | purified PLC-gamma1, fluorogenic substrate, fluorescence | 0.84% of 370,000 active | P19174 | AID 720700; in the data active means inhibition above about 9.5%
hgDAF-12 ag = activates the H. glycines DAF-12 receptor ligand-binding domain; activation, % at 6.8 µM; HEK293 GAL4-hgDAF12 UAS-luciferase reporter, agonist luminescence; normalized to butyrate control; 1.8% of 370,000 active; AID 687014;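 active means activation above a cutoff set at the mean of all screened compounds plus 3 SD, cut at about 10% in these data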;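 further: 0% = DMSO wells and 100% = sodium butyrate wells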
sPLA2-III inh = Blocks human group III sPLA2 activity. QFRET BODIPY PC-A2 liposome hydrolysis, fluorescence. inhibition, % at 12.2 µM. 0.56% of 370,000 active. AID 743126;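 active means inhibition above mean plus 3 SD of compounds lying within the high and low control bounds, cut at about 19% in these data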;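 further: 0% = median of test compound wells and 100% = no enzyme DMSO wells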
DAX1 inh-1 = DAX1 (NR0B1) inhibition, primary screen; AID 652010; HEK293T StAR-luciferase reporter, SF-1/DAX-1 repression relief; inhibition, % at 6.8 µM; 1.1% of 370,000 active;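 active means inhibition above the mean over all tested compounds plus 3 SD, cut at about 3.6% in these data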;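 further: 0% = DAX-1 cells with DMSO and 100% = cells lacking DAX-1 with DMSO; higher inhibition means more luminescence from relief of DAX-1 repression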
hcDAF12 agonist = activators of H. contortus DAF-12 nuclear receptor; HEK293 hcDAF-12 lit1-tk-luc reporter, luminescence; 0% DMSO, 100% Δ7-dafachronic acid; activation, % at 6.8 µM; 1.4% of 370,000 active;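 active means activation above the mean of all tested compounds plus 3 SD, cut at about 5.5% in these data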;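 further: 100% = response to 3 µM Δ7-dafachronic acid high control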
DAX1 inh-2 = inhibits human nuclear receptor DAX1. HEK293 Gal4-DAX1 luciferase reporter, luminescence. inhibition, % at 6.75 µM. 0.99% of 340,000 active. AID 504766;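 active means inhibition above the mean over all tested compounds plus 3 SD, cut at about 4.2% in these data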;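 further: 0% = DAX1-transfected cells with DMSO and 100% = empty-vector control cells with DMSO; inhibition shows as a rise in luminescence from relieved DAX1 repression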
Target sequence (P51843 207-470 limits assumed): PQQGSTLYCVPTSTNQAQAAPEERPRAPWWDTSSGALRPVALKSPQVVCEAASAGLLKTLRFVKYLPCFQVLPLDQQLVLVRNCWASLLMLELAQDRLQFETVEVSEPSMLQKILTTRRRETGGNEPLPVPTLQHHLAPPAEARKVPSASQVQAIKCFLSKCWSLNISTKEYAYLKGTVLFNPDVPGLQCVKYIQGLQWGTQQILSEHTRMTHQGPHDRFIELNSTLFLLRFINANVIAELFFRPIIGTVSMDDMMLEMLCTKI
ADAM17 inh = inhibitors of human ADAM17; P78536; recombinant ADAM17, EDANS/DABCYL FRET peptide cleavage; inhibition, % at 6.95 µM; 0.83% of 370,000 active; AID 720648;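 active means inhibition above the mean of compounds lying between control limits plus 3 SD, set per campaign, cut at about 8.5% in these data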;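 further: 0% = DMSO-only wells as the low control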
Target sequence (P78536 215-824 limits assumed): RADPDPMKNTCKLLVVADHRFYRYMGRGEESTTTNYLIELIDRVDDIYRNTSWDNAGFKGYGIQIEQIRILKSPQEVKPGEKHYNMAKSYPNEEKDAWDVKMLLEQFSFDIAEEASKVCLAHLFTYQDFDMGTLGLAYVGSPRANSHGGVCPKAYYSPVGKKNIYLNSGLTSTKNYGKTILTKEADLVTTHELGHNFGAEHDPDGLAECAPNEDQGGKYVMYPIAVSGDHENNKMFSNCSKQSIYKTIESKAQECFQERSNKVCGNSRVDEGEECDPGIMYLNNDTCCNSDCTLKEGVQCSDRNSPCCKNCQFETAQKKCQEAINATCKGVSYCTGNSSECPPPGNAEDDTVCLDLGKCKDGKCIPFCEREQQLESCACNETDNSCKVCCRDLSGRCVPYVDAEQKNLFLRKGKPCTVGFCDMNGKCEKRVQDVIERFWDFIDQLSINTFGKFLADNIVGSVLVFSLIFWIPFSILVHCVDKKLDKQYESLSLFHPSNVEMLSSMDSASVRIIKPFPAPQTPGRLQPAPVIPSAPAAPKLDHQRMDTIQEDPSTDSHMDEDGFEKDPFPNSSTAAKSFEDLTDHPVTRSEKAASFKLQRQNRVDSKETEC
PLCb3 inh = inhibitors of human phospholipase C beta3; Purified PLC-beta3, fluorogenic substrate, fluorescence; inhibition, % at 12.2 µM; 0.18% of 370,000 active; Q01970; in the data active means inhibition above about 11%;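 further: 0% = median of compound wells on plate and 100% = full blocker control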
Active calls of the source: *; i = inactive; · = not tested or not shown.

SMILES	ssDAF-12 act	ADAM10 inh	GAA850 FXN act	PLC-gamma1 inh	hgDAF-12 ag	sPLA2-III inh	DAX1 inh-1	hcDAF12 agonist	DAX1 inh-2	ADAM17 inh	PLCb3 inh
O=C(O)c1cc(NN=C2CCN(Cc3ccccc3)CC2)ccc1Cl	-0.9	-16	6.8	-7	7.3	4	0.7	1.6	2.3	-8	-18
CN1C[C@@H]2C(c3ccccc3)C3(c4ccc(C#N)cc4)CC2(C3)[C@H]1c1ccccc1 (stereo not given in full)	-1.3	1	-0.5	2	-0.2	11	-0.2	-1.6	0.2	1	5
NC(=O)c1c(NC(=S)Nc2ccccc2)sc2c1CCCC2	-1.1	-5	3.3	-22	3.1	0	0.0	2.1	0.9	-2	-25
Cc1ccc(-c2cnc(C(O)c3ccc(Cl)cc3C)[nH]2)cc1 (stereo not given)	-1.2	4	-1.4	-1	3.5	-12	-0.3	-0.8	·	1	2
N#C/C(=C\c1ccc(Cl)cc1)c1nc2ccccc2o1	-0.2	-170	-0.1	-57	-0.8	-8	0.3	3.7	1.6	-52	-61
CC(C(=O)Nc1ccc2c(c1)OCO2)N(c1ccc(Cl)cc1)S(C)(=O)=O (stereo not given)	-1.5	11	-2.3	1	0.6	-15	-0.5	-1.2	1.2	-2	6
CCN(CC)N=Nc1cccc(NC(C)=O)c1	-0.4	-7	1.6	0	3.0	7	0.1	-0.1	8.0*	-2	-4
C=CC[C@H](CC(=O)N[C@H](CO)Cc1ccccc1)C(=O)N[C@@H](COC(=O)[C@H](CC=C)CC(=O)OC(C)(C)C)Cc1c[nH]c2ccccc12	-1.2	17	-4.3	4	-0.4	-80	-0.3	-0.8	-1.8	7	4
CCOC(=O)CNS(=O)(=O)c1c(C)noc1C	-0.6	16	-0.6	4	0.0	5	0.3	-1.2	1.6	-1	-1
Cc1cc(NS(=O)(=O)c2ccc(NC(=O)Cc3ccc(Cl)c(Cl)c3)cc2)on1	-0.9	-8	·	-9	-1.1	-55	-0.1	0.2	·	-5	-18
Cc1c(NC(=O)c2ccc(Cl)c(S(=O)(=O)N3CCOCC3)c2)c(=O)n(-c2ccccc2)n1C	-1.3	-4	1.7	0	-0.9	1	0.2	-1.3	0.8	-4	1
COc1cccc(NC(=O)C2Cc3ccccc3CN2C(=O)c2ccco2)c1 (stereo not given)	-0.1	-3	2.1	-7	8.0	-2	1.2	3.3	0.5	2	-10
CCOc1ccccc1N1CCN(Cc2cc3c(cc2[N+](=O)[O-])OCO3)CC1	-0.8	2	-0.6	-2	2.6	8	0.2	-1.2	-0.1	0	-7
Nc1ccc(-c2nc3c(ccc4ccccc43)[nH]2)cc1	-1.8	i	-5.9	i	-1.8	8	0.2	-3.4	2.7	i	i
CCC(C)(C)NC(=O)Cn1c(-c2ccccc2)cc(C(C)=O)c1C	-1.2	4	0.0	2	1.3	-9	0.7	0.8	-0.3	0	4

Printed as active in DAX1 inh-2 (from the list above):
SMILES | ssDAF-12 act | ADAM10 inh | PLC-gamma1 inh | sPLA2-III inh | DAX1 inh-1 | hcDAF12 agonist | DAX1 inh-2 | ADAM17 inh | PLCb3 inh
CCN(CC)N=Nc1cccc(NC(C)=O)c1 | -0.4 | -7 | 0 | 7 | 0.1 | -0.1 | 8.0* | -2 | -4

Going on with the list.
SMILES	ssDAF-12 act	ADAM10 inh	GAA850 FXN act	PLC-gamma1 inh	hgDAF-12 ag	sPLA2-III inh	DAX1 inh-1	hcDAF12 agonist	DAX1 inh-2	ADAM17 inh	PLCb3 inh
CCc1ccc(NC(=S)Nc2ccc(S(=O)(=O)Nc3ncccn3)cc2)cc1	-1.3	-6	3.8	-2	3.8	6	0.5	-0.4	1.8	0	-6
CC(C)(C)NC(=O)COc1ccc(CNc2ncn[nH]2)cc1	-1.8	-3	0.2	-1	2.5	7	-0.1	-1.0	0.7	-4	2
COc1ccccc1-n1c(-c2cc(-c3ccc(F)cc3)n[nH]2)n[nH]c1=S	-1.0	7	2.0	1	-0.7	-5	0.2	-1.6	-0.1	4	-1
CC(C)(C)C1CCC(C(=O)OCC(=O)N2CCN(C(=O)c3ccco3)CC2)CC1 (stereo not given)	-1.9	2	3.3	2	3.8	3	0.7	-1.4	0.0	1	2
Oc1ccc(-c2nccc(-c3ccccn3)n2)cc1	-0.7	-2	3.5	3	8.1	-13	1.1	1.0	1.8	0	-2
Cc1ccccc1-n1c(SCC(=O)N(C)C2CCS(=O)(=O)C2)nc2ccccc2c1=O (stereo not given)	-1.8	6	2.9	4	0.8	4	-1.9	-1.2	0.0	-3	-1
COC1=NS(=O)(=O)c2ccccc21	-1.3	2	-1.6	4	2.6	-3	-0.1	-1.1	1.3	-2	2
Cc1cc(-n2c(C)cc(C(=O)CSc3nc(N)cc(=O)[nH]3)c2C)no1	-0.8	0	1.7	-1	-4.2	-11	-1.4	-0.4	-2.1	0	-12
CN1CCN(S(=O)(=O)c2cccc(C(=O)Oc3cccc(C#N)c3)c2)CC1	-0.6	-4	1.0	-2	1.9	-3	-0.3	1.4	1.6	1	-6
CN(C)CCN(C(=O)c1ccc2c(c1)OCCO2)c1nc2ccc(Cl)cc2s1	-1.0	-3	3.1	0	0.4	2	1.4	0.4	0.0	-4	-7
N#Cc1c(NC(=O)c2ccc(Cn3cc(Br)cn3)o2)sc2c1CCCCC2	-0.8	-5	1.2	-59	1.6	-8	0.1	-0.2	-0.1	-5	-82
COc1cc(Nc2cc(C)nc3ncnn23)cc(OC)c1OC	-0.5	-14	-1.7	0	0.1	6	-0.2	0.8	5.5*	-1	-2
CN=c1nc(-c2ccccc2)n(-c2ccccc2)s1	-0.4	-6	-0.1	-2	5.6	2	1.1	2.8	0.5	-7	3
COC(=O)/C(=C/c1ccc(F)cc1)NC(C)=O	-0.5	-7	0.2	-3	1.8	-1	0.1	1.0	-1.4	-4	-3
Cc1cc(C)n2nc(C(=O)N(C)C(c3ccccc3)c3ccccc3)nc2n1	-0.3	-2	-0.8	-3	-1.5	-2	0.2	-0.2	1.0	0	3
COc1cccc(/C=N/Nc2nc3ccccc3[nH]2)c1O	-0.6	-4	-9.4	-29	-8.3	12	-2.5	-2.8	-2.1	-5	-48
CC(=O)Oc1c(Cl)cc(Cl)cc1/C=C/c1ccc2ccccc2n1	-1.2	-5	1.1	-172	0.9	-8	0.8	1.0	-0.8	-1	-238
COc1cccc(CNS(=O)(=O)c2c(C(=O)N3CCCCCC3)c(C)n(C)c2C)c1	-0.8	12	0.2	4	-0.5	5	0.4	0.8	1.2	2	-2
COc1ccc(/C=C/C(=O)Nc2nc(N)n(-c3ccccc3)n2)cc1	-1.6	-7	-0.8	0	2.6	10	-1.1	0.4	-1.0	-2	0
NC(=O)c1cc(S(=O)(=O)N2CCOCC2)ccc1N1CCCC1	-0.7	-10	0.9	1	-1.1	6	-0.2	-0.7	0.3	-5	-12
O=C(CNC(=O)c1cc2c(n(-c3ccccc3)c1=O)CCCC2=O)c1ccccc1	-1.2	-29	1.8	-1	0.4	0	-0.3	2.3	0.2	-12	-7
CCOCCCNC(=S)N(CCO)Cc1cc2cc3c(cc2[nH]c1=O)OCCO3	-0.9	-291	0.4	-32	1.3	3	0.2	-0.9	-0.8	-109	-47
Nn1c(SCC(=O)Nc2ccc3c(c2)OCCO3)nnc1C(F)(F)F	-0.7	-1	-3.2	0	-0.4	1	0.1	-1.5	-0.1	4	-2
Cc1cc(C)c(CN2CCN(C(=O)CC[C@H]3O[C@@H](n4ccc(=O)[nH]c4=O)[C@H](O)[C@@H]3O)CC2)c(C)c1	-0.3	-18	·	0	-0.4	6	-0.9	0.0	·	-5	-1
O=C(CN1CCCCC1)Nc1ccc(S(=O)(=O)N2CCCCCC2)cc1	-1.6	1	1.0	-2	-3.4	-5	0.0	-1.2	-0.2	-4	2
COc1ccc(NC2=CC(c3ccc(OC)c(OC)c3)N(c3ccc(OC)cc3)C2=O)cc1 (stereo not given)	-0.9	-5	1.8	-63	-2.1	-2	-0.7	-1.5	-1.6	7	-83
COC(=O)CCc1c[nH]c2ccc([N+](=O)[O-])cc12	-0.4	-9	1.5	3	0.2	0	-2.5	-2.3	-0.3	0	-2
S=C(Nc1cc(Cl)ccc1Oc1ccccc1)N1CCN(c2ccccn2)CC1	-1.2	3	-0.8	1	0.5	5	-0.5	-0.9	-1.1	3	-1
O=C(O)CC1(CC(=O)O)Nc2ccccc2SC1=O	-1.0	6	1.0	2	1.2	7	0.7	-0.9	0.2	1	3
O=C1/C(=C/c2ccccn2)SC(=S)N1N1CCOCC1	-1.2	2	0.7	2	1.7	0	-0.3	1.7	0.7	-1	-3
COc1cccc(C(=O)Nc2nnc(-c3ccc(Cl)cc3)o2)c1	-1.6	-16	-1.1	-2	0.6	-3	-0.5	-0.5	-0.2	-5	-3
CCCNC(=O)Nc1cc(OC)c(OC)cc1Cc1nccc2cc(OC)c(OC)cc12	-1.2	-9	0.6	-3	-1.1	13	-0.7	-1.2	-0.9	-9	-13
Cc1cc(=O)n2[nH]c(=O)c(N=Nc3ccccc3)c2[nH]1	-0.7	5	-0.1	0	0.6	0	0.1	0.6	1.4	1	3
O=C(C[C@H]1C/C=C\C[C@H](NC(=O)OCC2c3ccccc3-c3ccccc32)C(=O)OC[C@@H]2CCCN2C1=O)NCCO	-1.4	-6	0.6	-6	3.1	6	0.1	-1.3	0.9	-4	-3
CCOC(=O)Cn1c(=O)oc2cc(S(=O)(=O)N(CCN(C)C)Cc3ccccc3)ccc21	-0.7	-1	0.5	1	-2.4	-8	-0.8	-0.2	1.1	2	7
Fc1ccc(-c2csc(NC(=S)Nc3ccccc3)n2)cc1	-1.4	9	1.8	3	2.1	3	-0.1	-1.6	1.8	3	-3
CC(C)NC(=O)NC(=O)COC(=O)/C=C/c1ccc2c(c1)OCO2	-1.1	-148	1.2	-134	2.3	-7	0.4	2.8	0.0	-48	-100

Record cards, as listed above.
CCCNC(=O)Nc1cc(OC)c(OC)cc1Cc1nccc2cc(OC)c(OC)cc12 is entered as ssDAF-12 act = -1.2; ADAM10 inh = -9; GAA850 FXN act = 0.6; PLC-gamma1 inh = -3; hgDAF-12 ag = -1.1; sPLA2-III inh = 13; DAX1 inh-1 = -0.7; hcDAF12 agonist = -1.2; DAX1 inh-2 = -0.9; ADAM17 inh = -9; PLCb3 inh = -13
CC(C)NC(=O)NC(=O)COC(=O)/C=C/c1ccc2c(c1)OCO2 is entered as ssDAF-12 act = -1.1; ADAM10 inh = -148; GAA850 FXN act = 1.2; PLC-gamma1 inh = -134; hgDAF-12 ag = 2.3; sPLA2-III inh = -7; DAX1 inh-1 = 0.4; hcDAF12 agonist = 2.8; DAX1 inh-2 = 0.0; ADAM17 inh = -48; PLCb3 inh = -100
Fc1ccc(-c2csc(NC(=S)Nc3ccccc3)n2)cc1 is entered as ssDAF-12 act = -1.4; ADAM10 inh = 9; GAA850 FXN act = 1.8; PLC-gamma1 inh = 3; hgDAF-12 ag = 2.1; sPLA2-III inh = 3; DAX1 inh-1 = -0.1; hcDAF12 agonist = -1.6; DAX1 inh-2 = 1.8; ADAM17 inh = 3; PLCb3 inh = -3
